Assay outcomes from PubChem.
BL2 CD40 inh: inhibitors of CD40-induced NF-kB signaling, primary screen, BL2 cells, luciferase reporter, single point; CD40L-induced, 4 h; 83,000 compounds, 0.94% hits; inhibition, % at 10 µM;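 active means mean inhibition of at least 50% with a set share of replicates also reaching that level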;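 further: 0% = neutral control wells and 100% = IKK inhibitor VII at 50 µM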
* = called active by the depositor; [ ] = dose if it differs, or a comment.

SMILES	BL2 CD40 inh
CC(C)=C(C)c1cc2nc(NCCCN(C)C)n(C)c(=O)c2s1	-1
COc1ccc(CC(=O)Nc2cc(F)ccc2F)cc1S(=O)(=O)N1CCOCC1	2
CCSc1nc2ccccc2n1CC(=O)O	17
Cc1ccccc1N1CCN(C(=O)c2cc(C3CC3)nn2-c2ccccc2)CC1	5
CCCNC(=O)N1[C@H](CNC(=O)c2cccc(F)c2)[C@@H](c2ccccc2)[C@@H]1CO	2[25 µM]
O=C(CCNc1ccccc1)c1ccc2c(c1)OCO2	-79
Cc1nc2ncccn2c1-c1csc(NCc2ccco2)n1	5
O=C(NCCC1CCCCN1S(=O)(=O)c1ccc(F)cc1)C(=O)NC1CCCC1 (stereo not drawn)	9
CN(C)C(=O)[C@H]1[C@H](CO)[C@H]2Cn3c(cccc3=O)[C@@H]1N2CC1CCCC1	6[25 µM]
O=C(NCC(=O)N1CCCC(C(F)(F)F)C1)c1cccs1 (stereo not drawn)	-7
Clc1ccc(C[n+]2cc(-c3ccccc3)n3c2CCCCC3)c(Cl)c1	65*
CC1CCN(Cc2c(C(=O)N/N=C/c3ccccc3O)nnn2-c2nonc2N)CC1	6
O=C(NCc1ccc2c(c1)OCO2)c1ccc(S(=O)(=O)NCC2CCCO2)cc1 (stereo not drawn)	3
C[C@@H]1CN([C@H](C)CO)C(=O)CCCn2cc(nn2)CO[C@@H]1CN(C)C(=O)c1ccncc1	-5[25 µM]
COc1ccccc1N1CC(C(=O)OC(C)C(=O)N2CCCc3ccccc32)CC1=O (stereo not drawn)	15
CCS(=O)(=O)NCCc1ccc(OC)c(OC)c1	-12
O=C(COC(=O)CCC(=O)c1cccs1)Nc1ccc(Cl)cn1	13
C[C@H]1CN([C@@H](C)CO)C(=O)c2cc(C#CC3(O)CCCC3)cnc2O[C@@H]1CN(C)S(=O)(=O)c1ccc(F)cc1	8[25 µM]
CCS(=O)(=O)N1CCC(C(=O)NCc2ccccn2)CC1	6
O=C(NC1Cc2ccccc2C1)[C@H]1N[C@H]2c3ccc(C4=CCCC4)c(=O)n3C[C@H]2[C@@H]1CO	1[25 µM]
CCCNC(=O)N(C)C[C@H]1N[C@@H](CO)[C@@H]1c1ccc(C2=CCCCC2)cc1	-19[25 µM]
O=C(NCCCN1CCOCC1)c1cc(S(=O)(=O)N2CCCCC2)ccc1Cl	-4
CC(C)C(=O)N1CCCC1(C)C(=O)Nc1ccc(F)cc1 (stereo not drawn)	6
C/C=C/c1ccc([C@H]2[C@@H](CN(C)C(=O)C3CC3)N(C(=O)C3CC3)[C@H]2CO)cc1	9
O=C(NCc1ccc(F)cc1)[C@@H]1[C@@H](CO)[C@@H]2Cn3c(cccc3=O)[C@H]1N2Cc1cccnc1	0[25 µM]

Records above that bear a hit mark in BL2 CD40 inh.
SMILES	BL2 CD40 inh
Clc1ccc(C[n+]2cc(-c3ccccc3)n3c2CCCCC3)c(Cl)c1	65*

The listing picks up; the three compounds before the break are reprinted first.
SMILES	BL2 CD40 inh
CC(C)C(=O)N1CCCC1(C)C(=O)Nc1ccc(F)cc1 (stereo not drawn)	6
C/C=C/c1ccc([C@H]2[C@@H](CN(C)C(=O)C3CC3)N(C(=O)C3CC3)[C@H]2CO)cc1	9
O=C(NCc1ccc(F)cc1)[C@@H]1[C@@H](CO)[C@@H]2Cn3c(cccc3=O)[C@H]1N2Cc1cccnc1	0[25 µM]
Cc1csc2nc(CNC(=O)CCC(=O)O)cn12	-13
O=C(NCc1ccc(F)cc1)[C@@H]1N[C@@H]2c3ccc(-c4ccccc4)c(=O)n3C[C@@H]2[C@H]1CO	5[25 µM]
Cc1cccc(NC2=NC3(CCCCC3)N=C(N)N2)c1	16
Cc1c(Br)c([N+](=O)[O-])nn1CC(=O)Nc1nccs1	5
Cc1cccc(NC(=O)c2sc3nc(C)nc(N4CCOCC4)c3c2C)c1	-15
Nc1c(-c2ccsc2)cnc2ncnn12	10
COc1ccc2c3c(n(C)c2c1)[C@@H](CO)N(S(C)(=O)=O)CC31CCN(C(=O)Nc2cccc(F)c2)CC1	-2[25 µM]
O=C(COc1ccc(S(=O)(=O)N2CCOCC2)cc1)NCc1ccco1	-19
Cc1ccc(C(=O)CCC(=O)OCc2nnc(-c3ccccc3)o2)cc1	-5
Cc1nnc2ccc(-c3cccc(NS(=O)(=O)c4ccccc4[N+](=O)[O-])c3)nn12	-3
CCOC(=O)c1c(C)[nH]c(C)c1S(=O)(=O)N(C)CC(=O)N(C)Cc1ccccc1	12
Nc1nc(SCc2ccccc2)ns1	-12
COc1cccc(C(=O)Nc2ccc3c(c2)OC[C@H](C)N(CCc2ccccc2)C[C@@H](C)[C@H](OC)CN(C)C3=O)c1	0[25 µM]
Cn1cnc([N+](=O)[O-])c1Oc1ccccc1	12
CCOC(=O)CCCNS(=O)(=O)c1c(C)ccc2nsnc12	6
COc1ccc(CC2(CO)CCN(S(=O)(=O)c3c(C)nn(C)c3C)CC2)cc1	1
C[C@@H](N)C(=O)N[C@H]1CCC2C3CC=C4C[C@@H](O)CC[C@]4(C)C3CC[C@@]21C (stereo partly drawn)	2
C/C=C/c1cnc2c(c1)C(=O)N([C@@H](C)CO)C[C@@H](C)[C@@H](CN(C)CC1CCOCC1)O2	-3[25 µM]
CC(=O)Nc1ccccc1OCC(=O)NCC(F)(F)F	22
C(#Cc1ccc(C#CCN2CCOCC2)cc1)CN1CCOCC1	-22
CC(C)(C)NC(=O)NC(=O)COC(=O)c1ccco1	5
Nc1ccc(C(=O)OCc2ccncc2)cc1[N+](=O)[O-]	-11
COC(=O)C1=C(C)NC(C)=C(C(=O)OC)C1C(=O)OCc1nnc(-c2ccccc2Cl)o1	2
COc1ccc(NC(=O)Nc2cccc3c2O[C@@H](CN(C)Cc2ccc(C(=O)O)cc2)[C@@H](C)CN([C@@H](C)CO)C3=O)cc1	0[25 µM]
CN1C(=O)c2cc(NC(=O)Cc3cccs3)ccc2OC[C@@H]2O[C@@H](CC(=O)NCC3CCCCC3)CC[C@@H]21	3[25 µM]

Going on with the list.
SMILES	BL2 CD40 inh
O=C(N/N=C/c1ccccn1)c1cc(-c2ccc(Cl)cc2)nc2ccccc12	31
Cc1cc(C(=O)COC(=O)C(C)NC(N)=O)c(C)n1Cc1ccco1 (stereo not drawn)	13
O=C(Cn1ccc(=O)[nH]c1=O)c1ccc([N+](=O)[O-])o1	27
CCC(=O)N1[C@H](CO)[C@@H]2c3ccccc3N(C(=O)c3ccncc3)C[C@@H]21	11[25 µM]
CCOc1ccc(C=NNc2ccc(S(=O)(=O)Nc3ccccc3C(=O)O)cc2[N+](=O)[O-])cc1OC	2
COC(=O)c1ccc(=O)n(Cc2ccco2)c1	4
Cc1cccc(NCC(=O)N/N=C/c2ccc(Br)cc2)c1	6
Cc1cc(NC(=O)c2cc(-c3ccco3)on2)no1	-57
O=C(Nc1ccc(N2CCCCC2)cc1)c1cc(S(=O)(=O)N2CCOCC2)ccc1F	-17
CN(C)C(CNC(=O)Cc1cccc(C(F)(F)F)c1)c1ccco1 (stereo not drawn)	2
CN(Cc1c(F)cccc1Cl)C(=O)CNC(=O)c1sc2ccccc2c1Cl	-10
CCN1CCN(c2ccc(S(=O)(=O)N3CCOCC3)cc2NC(=O)/C=C/c2ccc(C)cc2)CC1	-5
COc1ccc(S(=O)(=O)NCc2ccccn2)cc1NC(=O)c1ccccc1C	0
COc1ccc2c3c([nH]c2c1)[C@@H](CO)N(Cc1ccccc1)CC31CN(C(=O)c2ccccn2)C1	3[25 µM]
C[C@@H]1CN([C@@H](C)CO)C(=O)CCCn2nncc2CO[C@@H]1CN(C)C(=O)c1ccccc1	2
CCC(C)SCc1nc2ccccc2[nH]1 (stereo not drawn)	-60
COc1ccccc1CNC(=O)COC(=O)c1cc(=O)[nH]c2ccccc12	-6
COCC(=O)N1[C@H](C#N)[C@H](c2ccccc2C2=CCCCC2)[C@H]1CO	-9[25 µM]
Cc1ccc(CN(C)C[C@H]2OCc3cn(nn3)CCCC(=O)N([C@H](C)CO)C[C@@H]2C)cc1	1
Cc1noc(C)c1CCC(=O)Nc1c(C(C)C)cccc1C(C)C	-13
COC(=O)CCC(=O)COc1ccc(OC)cc1C#N	-57
O=C(c1ccccc1)C1Oc2ccccc2C2CC(c3cccs3)=NN12 (stereo not drawn)	-51
Cc1cc(C)n2c(SCC(=O)NC3CCCCC3)nnc2n1	1
O=C(NCC1CCOCC1)c1ccc(OC2CCN(Cc3ccccn3)CC2)cc1	4
COc1ccc(S(=O)(=O)N(C)C[C@H]2OCc3ccccc3-c3c(n(C)c4ccccc34)C(=O)N([C@@H](C)CO)C[C@@H]2C)cc1	14

New compounds follow:
SMILES	BL2 CD40 inh
Cc1ccc(NC(=O)CC2OC(=O)c3ccccc32)cc1S(=O)(=O)N1CCCCCC1 (stereo not drawn)	-1
CCCCNC(=O)NS(=O)(=O)c1ccc(C)cc1	-5
O=C(N1CCOCC1)N1c2ccccc2Sc2ccccc21	19
COc1ccc(NC(=O)N(C)C[C@H]2OCc3cnnn3CCCC(=O)N([C@@H](C)CO)C[C@@H]2C)c(OC)c1	1[25 µM]
C[C@@H]1CN([C@H](C)CO)C(=O)c2ccccc2-c2ccccc2CO[C@@H]1CN(C)C(=O)c1cc(Cl)cc(Cl)c1	66*[25 µM]
CCOc1ccc(NC(=O)CCC(=O)O)cc1	13
COc1ccc(C#Cc2ccc3c(c2)[C@H]2[C@H](CCN2C(=O)C2CCC2)[C@@H](CO)N3)cc1	4
Cc1nc([N+](=O)[O-])c(SCC(N)=O)n1Cc1ccccc1	3
Nc1ccc(CCS(N)(=O)=O)cc1	-2
O=C(c1ccc(-c2cccc(C(F)(F)F)c2)o1)N1CCCC(C(F)(F)F)C1 (stereo not drawn)	-5
CC12CCC(=O)C=C1CCC1C2CCC2(C)C1CC1C3C(=O)N(Cc4ccccc4)C(=O)C3CC(=O)C12 (stereo not drawn)	9
O=C(C1CC1)N1CCc2cc(S(=O)(=O)N3CCN(c4ccccc4)CC3)ccc21	11
CCC(C)NC(=O)Cn1nc(C(F)(F)F)c2c1CCC2 (stereo not drawn)	8
COc1ccc(NC(=O)c2cc(C3CCCCN3C(=O)OCC(C)C)on2)c(C)c1 (stereo not drawn)	7
O=C(Nc1cccnc1Cl)C1c2ccccc2Oc2ccccc21	5
COc1ccc(CN2[C@@H]3CN(C(=O)Nc4ccc(F)cc4)c4ccccc4[C@@H]3[C@@H]2CO)cc1	-24[25 µM]
CCc1nnc(NC(=O)c2cccc(S(=O)(=O)N3CCN(C(C)=O)CC3)c2)s1	6
COc1ccc(C(=O)Nc2cc(OC)c(Cl)cc2OC)cc1	9
O=C(COc1ncnc2sccc12)N1CCc2ccccc2C1	-3
C[C@@H]1CN([C@@H](C)CO)C(=O)c2ccccc2-c2ccccc2CO[C@H]1CN(C)C(=O)Nc1cccc(F)c1	-6
CN(C)C(=O)[C@H]1[C@H](CO)[C@H]2Cn3c(ccc(-c4ccncc4)c3=O)[C@@H]1N2C(=O)NC1CCCC1	-10[25 µM]
COc1cccc(-c2ccc3c(c2)O[C@H](CN(C)Cc2cccnc2)[C@H](C)CN([C@@H](C)CO)S3(=O)=O)c1	14[25 µM]
COc1ccccc1CN1CC(C(=O)N(C)Cc2nc(C)cs2)CCC1=O (stereo not drawn)	-24
COc1n[nH]c(C(=O)NCc2ccccc2)c1[N+](=O)[O-]	17
COc1ccc(NC(=O)CCc2c(C)nc3nc(C)nn3c2C)cc1	2

A draw from above in order of heavy-atom count, rising:
SMILES	BL2 CD40 inh
O=C(N1CCOCC1)N1c2ccccc2Sc2ccccc21	19
COc1ccccc1CN1CC(C(=O)N(C)Cc2nc(C)cs2)CCC1=O (stereo not drawn)	-24
O=C(C1CC1)N1CCc2cc(S(=O)(=O)N3CCN(c4ccccc4)CC3)ccc21	11
COc1ccc(NC(=O)N(C)C[C@H]2OCc3cnnn3CCCC(=O)N([C@@H](C)CO)C[C@@H]2C)c(OC)c1	1[25 µM]

The list goes on:
SMILES	BL2 CD40 inh
Cc1ccc2c(c1)[C@@H]1CN(C)CC[C@@H]1N2S(=O)(=O)c1ccc(F)cc1	16
CN(C1CCS(=O)(=O)C1)S(=O)(=O)c1ccc2ccccc2c1 (stereo not drawn)	6
O=C(NCc1ccco1)c1cccc(S(=O)(=O)N2CCOCC2)c1	6
CCOc1ccccc1OCCCC(=O)Nc1cccc(S(=O)(=O)N2CCOCC2)c1	-23
CC(=O)c1ccc(-c2ccc(C(=O)NC3CC(C)(C)NC(C)(C)C3)o2)cc1	-13
CCCNC(=O)N1C[C@H]2[C@@H](c3ccccc31)[C@@H](CO)N2C(=O)C1CCOCC1	-9[25 µM]
O=[N+]([O-])c1ccc2c(c1)nc1n2CCN(c2ccccc2)C1	-50
Cc1cc(C(=O)N2CCC2(C)C(=O)NCC(C)(C)C)nn1C (stereo not drawn)	1
O=C1CCc2cc(S(=O)(=O)NC(Cc3ccccc3)C(=O)N3CCN(c4ccccn4)CC3)ccc2N1 (stereo not drawn)	13
COc1ccccc1C#Cc1ccc2c(c1)[C@@H]1[C@@H](CCN1C(=O)c1ccncc1)[C@@H](CO)N2	-14[25 µM]
COc1cccc(/C(C)=N/NC(=O)c2cc(-c3cccnc3)nc3ccccc23)c1	14
N#Cc1nc(-c2ccc(OCc3ccccc3)cc2)oc1NCCN1CCOCC1	-4
C/C(CC(=O)Nc1ccc(Cl)cc1Cl)=N\NC(N)=S	11

Random excerpt: 4 compounds from above
SMILES	BL2 CD40 inh
CCOc1ccccc1OCCCC(=O)Nc1cccc(S(=O)(=O)N2CCOCC2)c1	-23
CN(C1CCS(=O)(=O)C1)S(=O)(=O)c1ccc2ccccc2c1 (stereo not drawn)	6
COc1cccc(/C(C)=N/NC(=O)c2cc(-c3cccnc3)nc3ccccc23)c1	14
O=C(NCc1ccco1)c1cccc(S(=O)(=O)N2CCOCC2)c1	6

Some of the compounds tested; rates above refer to the full screens.
